Screening data from PubChem.
HIF-2a inh: HIF-2a reporter inhibitors, primary screen, luminescence, 786-0 RCC cells | 786-0 RCC cells HIF-2a reporter, luciferase luminescence, overnight | inhibition, % at 18.8 µM | 360,000 compounds, 0.72% hits;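 active = inhibition of the luminescence signal of 40% or more relative to plate controls, in a single-dose primary screen at 18.75 µM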
KKLEB tox: cytotoxicity in KKLEB CF airway cells, primary screen, cytotoxicity control for CF NF-kB inhibitor project, cell-based, uHTS, fluorescence assay plates; KKLEB CF airway cells viability, ATPlite luminescence, overnight; stronger effect = lower value; cells stimulated with P. aeruginosa culture filtrate; activity change (cytotoxicity), % at 5 µM; 360,000 compounds, 0.36% hits; AID 602141, 2011;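 active = corrected activity change at or below -50% at 5 µM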
Shn3 inh set2: reduction of Shn3 3'UTR firefly luciferase signal, primary screen, Schnurri-3 inhibitor project, cell-based, Clone20 osteoblasts, set 2 | Clone20 osteoblast Shn3 3'UTR firefly luciferase, 24 h | inhibition, % at 12.5 µM | 360,000 compounds, 0.52% hits;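 active = mean inhibition of at least 75% with every replicate also reaching 75%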;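 note: 0% = median of neutral control wells and 100% = pilot-screen positive control compound; some compounds past the cut are filed as inactive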
aDG glyco act: activators of alpha-DG glycosylation, primary screen, uHTS, Pro5-aDG cells, AlphaScreen; alpha-DG glycosylation AlphaScreen (IIH6); 0% Pro5, 100% B10-LARGE cell signal; 360,000 compounds, 0.22% hits; AID 624168, 2012; activation, % at 10 µM;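 active = activation of at least 8% versus controls, or a plate z-score of at least 8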;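 note: Pro5 are CHO cells carrying HIG-tagged alpha-DG that lacks glycosylation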
hiPSC survival: enhancers of single-cell hiPSC survival, primary screen, ATPlite luminescence; 100% = ROCK inhibitor wells, 0% = DMSO; survival enhancement, % at 20 µM; 360,000 compounds, 0.044% hits; in the data active = survival enhancement above about 18%;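 note: cells exposed to compounds for 16 hours before the ATP read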
MITF TRPM1 inh: inhibitors of MITF-dependent TRPM1 promoter reporter, primary screen, cell-based, SK-MEL-5, single point, luciferase. SK-MEL-5 TRPM1 promoter luciferase, 24 h. inhibition, % at 12.5 µM. 330,000 compounds, 0.83% hits. AID 488899, 2010;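 active = mean inhibition across replicates of 60% or more, whatever share of single replicates reaches that level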; note: values of inactives mirror those of a sister screen read the other way
CF NFkB block: inhibitors of PAF-induced NF-kB signaling, primary screen, cell-based, GFP fluorescence, uHTS; inhibition, % at 5 µM; AID 588850, 2011; KKLEB NF-kB-GFP reporter, GFP fluorescence overnight; 360,000 compounds, 0.86% hits;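 active = at least 50% inhibition at 5 µM, scaled per plate between neutral and stimulator controls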;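 note: PAF is a Pseudomonas aeruginosa culture filtrate used as stimulus; plate controls were PAF-stimulated DMSO wells for no effect and unstimulated DMSO wells for full effect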
NR2E3 ag-1: inhibitors of NR2E3-RetCOR corepressor binding, primary screen, NR2E3 agonist project, biochemical, TR-FRET, GST-NR2E3, biotin-RetCOR; Photoreceptor-specific nuclear receptor (Homo sapiens), Q9Y5X4; 1536-well; inhibition of corepressor binding, % at 4.78 µM; 320,000 compounds, 0.12% hits; AID 2300, 2010;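 active = percent inhibition above the cutoff of mean plus 3 SD of all tested compounds, set per screening campaign, cut at about 20% in these data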;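 note: 0% = DMSO wells and 100% = biotin wells as full block of FRET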
Target sequence (Q9Y5X4 whole entry, looked up): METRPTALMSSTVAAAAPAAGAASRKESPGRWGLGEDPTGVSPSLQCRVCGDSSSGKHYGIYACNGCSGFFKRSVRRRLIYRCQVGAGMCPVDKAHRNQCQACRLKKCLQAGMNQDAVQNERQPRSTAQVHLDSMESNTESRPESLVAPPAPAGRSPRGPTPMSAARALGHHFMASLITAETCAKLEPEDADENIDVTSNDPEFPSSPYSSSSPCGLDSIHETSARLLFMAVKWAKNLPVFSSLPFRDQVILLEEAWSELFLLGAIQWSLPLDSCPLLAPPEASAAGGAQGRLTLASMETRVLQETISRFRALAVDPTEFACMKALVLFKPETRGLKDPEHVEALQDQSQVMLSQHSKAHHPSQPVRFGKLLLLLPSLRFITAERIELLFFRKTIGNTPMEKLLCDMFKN
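System: GST-tagged NR2E3 plus biotinylated RetCOR corepressor; Buffer or medium: pH 7.5 Tris-based buffer; Probe or stimulus: RetCOR corepressor, biotinylated, 7 nM; Doses: compound at 4.8 µM, single dose; Schedule: 5 h incubation at 4 °C; Technique: time-resolved FRET; Evaluation: percent inhibition of TR-FRET ratio; Replication: one well per compound, singlicate testing.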
NR2E3 ag-2: NR2E3 agonists in two-hybrid cells, primary screen, cell-based, luminescence, CHO-S, Gal4-NCOR/VP16-NR2E3; Photoreceptor-specific nuclear receptor (Homo sapiens), Q9Y5X4; luciferase; inhibition of corepressor binding, % at 3.98 µM; 360,000 compounds, 0.35% hits; AID 602229, 2012;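 active = inhibition above the mean of all tested compounds plus 3 SD, cut at about 70% in these data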;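 note: 0% = DMSO with NR2E3 transfected cells and 100% = cells lacking NR2E3 construct; higher means lower luciferase signal from less NR2E3 corepressor binding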
Peg3 prom inh: Peg3 promoter-driven luciferase inhibitors, primary screen, cell-based, HeLa, luciferase luminescence; AID 588405, 2011; HeLa PEG-Prom luciferase reporter, overnight; inhibition, % at 20 µM; 360,000 compounds, 1.7% hits;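 active = inhibition of at least 50% at 20 µM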
TWEAK-Fn14 inh: inhibitors of TWEAK-Fn14 signaling, primary screen, luciferase reporter cells, uHTS. 360,000 compounds, 2% hits. AID 1159606, 2016. TWEAK-stimulated Fn14 reporter cells, luciferase luminescence, 8 h. inhibition, % at 10 µM; in the data active = inhibition above about 50%
Active calls of the source: *; . = no result given.

smiles	HIF-2a inh	TWEAK-Fn14 inh	MITF TRPM1 inh	Peg3 prom inh	hiPSC survival	CF NFkB block	KKLEB tox	NR2E3 ag-2	Shn3 inh set2	aDG glyco act	NR2E3 ag-1
C[C@@H]1CN([C@@H](C)CO)C(=O)Cc2cc(NS(=O)(=O)c3ccccc3)ccc2O[C@H]1CN(C)S(C)(=O)=O	0	4	-5	3	-2.6	17	0	0	-15	0.2	.
N#CC1=C(N)OC2=C(C(=O)CCC2)C1c1ccncc1 (stereo not drawn)	4	1	0	6	-0.9	-7	5	20	-4	0.0	-2
Cn1c2ccccc2c2cnn(CC(=O)Nc3ccccc3Br)c(=O)c21	4	-30	7	25	-0.6	7	-10	-14	-1	0.0	-7
COCCCNC(=S)N1CCCN(c2nc3cc(C)c(C)cc3cc2C#N)CC1	-24	8	4	-38	-1.5	8	-5	-31	-15	0.2	-1
O=[N+]([O-])c1ccc(Nc2nc(N/N=C/c3cccc(F)c3)nc(N3CCCC3)n2)cc1	14	35	0	28	2.4	2	-4	-23	49	-0.6	-1
O=[N+]([O-])c1ccc(N/N=C/c2ccccc2O)cc1	-288	4	-29	-205	-0.2	-54	-16	-100	-5	0.3	4
CC1=NN(C(=O)c2cc(C)nn2C)C(O)(C(F)(F)F)C1 (stereo not drawn)	7	-10	7	12	1.8	0	3	-5	-12	0.0	2
Cc1cc(C)cc(NCc2cc(=O)oc3cc(C)c(O)cc23)c1	17	7	5	26	0.5	7	1	-25	26	0.4	0
Cc1nnc(-c2cnn(C)c2N)n1Cc1ccccc1	-6	7	5	-10	-1.0	-2	8	-31	-10	0.0	-1
COc1ccc(Br)cc1C1N2CC3(C)CN1CC(C)(C2)C3=O (stereo not drawn)	12	-11	-2	10	0.3	0	0	-13	7	0.2	1
Cc1cc(C(=O)NCc2cccnc2)cs1	-2	10	-5	16	3.4	-6	6	-27	0	-0.1	3
COC(=O)c1ccc(CN2C(=O)C(C)N(C(=O)c3c(F)cccc3F)c3ccccc32)cc1 (stereo not drawn)	27	16	0	37	-0.4	-8	1	0	14	0.3	2
CCSc1nc2c(c(=O)[nH]1)C(c1ccncc1)C(C(=O)OC(C)C)=C(C)N2 (stereo not drawn)	15	-2	2	28	2.1	3	-19	-6	21	-0.2	5
Cc1cccc(NC(=S)NCC2CCCO2)c1 (stereo not drawn)	-9	2	-6	4	3.2	0	3	-34	-23	0.1	1
COc1ccc2c(c1)C(=O)N(c1ccccc1)C(=O)C2	1	-4	-3	-4	-1.7	-16	-3	-30	-18	-0.4	-4
CC(=O)N1N=C(c2cccc([N+](=O)[O-])c2)OC1c1ccc(Br)cc1 (stereo not drawn)	-64	17	-43	-38	0.2	6	-1	11	-59	-0.2	2
O=C(c1ccc2c(c1)CCN2S(=O)(=O)c1ccccc1)N1CCN(c2ccccc2)CC1	6	-4	-2	10	0.2	10	8	-24	5	0.2	3
NS(=O)(=O)c1ccc(N2C(=O)CCCC2=O)cc1	10	-15	.	-1	2.7	1	-1	-20	6	-0.1	.
Cn1c(=O)n(Cc2ccccc2)c2ccccc21	-12	-2	4	19	1.7	10	3	-2	2	-0.3	1
COc1cc(OC)c(NC2c3ccccc3C(=O)N2c2cc(C)ccn2)cc1Cl (stereo not drawn)	-30	18	.	10	0.4	-1	-3	-47	-2	-0.4	1
C[C@H](CO)N1C[C@H](C)[C@@H](CN(C)C(=O)Nc2ccc3c(c2)OCO3)Oc2ccc(NS(=O)(=O)c3ccccc3)cc2C1=O	-6	10	10	-19	-0.6	-3	-10	16	1	0.0	.
Fc1ccc(-c2nnc(-c3ccc(F)cc3)o2)cc1	-296	-27	-66	-303	1.0	-9	6	-34	-86	-0.1	.
CC(C)C[C@H]1CN(CCCC[C@H]2CNC(=O)C(=O)N2CCc2ccccc2)C(=O)C(=O)N1CC1CCCCC1	6	-5	.	.	-0.8	.	.	-5	.	0.2	.
COCCCNCCCOc1ccc(Cl)cc1C(C)(C)C	-1	5	0	62*	-1.3	4	-2	11	18	1.7	-4
CCNC(=O)C1(C)CCN(C(=O)c2c(-c3ccccc3)noc2C)C1 (stereo not drawn)	6	-12	.	-3	1.8	5	3	4	21	-0.1	.
Cn1c(=O)c2cc(NC(=O)NCc3ccc(Cl)cc3Cl)ccc2n1Cc1ccccc1	-9	19	.	-11	-2.7	-13	-4	11	3	-0.1	.
Cc1ccc(NC2CCCCC2NS(=O)(=O)c2ccc(Cl)cc2)cc1 (stereo not drawn)	-4	2	10	16	-0.2	-8	14	4	24	0.0	4
O=C(c1ccco1)N(Cc1ccc2c(c1)OCO2)Cc1cc2cc3c(cc2[nH]c1=O)OCO3	23	-28	-10	-4	-0.8	-18	-2	-16	13	-0.1	-1
CC(CS(=O)(=O)c1ccccc1[N+](=O)[O-])N1CCOCC1 (stereo not drawn)	9	11	-34	-3	0.7	12	5	0	6	0.6	3
CCOC(=O)Cn1nc(-c2ccc(Cl)cc2)ccc1=O	-7	-9	-15	-22	-0.7	-14	-5	-13	-5	0.0	3
CCCCN(C)Cc1c(C(=O)N2CCc3ccccc3C2)nc2ccc(Cl)cn12	16	2	19	-6	-0.4	-7	4	-17	-9	0.1	1
Cc1cc(/C=N/n2cnnc2)c(C)n1-c1ccc(OCc2ccc(F)cc2)cc1	-73	40	24	-22	-0.2	13	-12	48	77	3.1	1
CN(Cc1ccccc1)C(=S)Nc1ccc2nc3n(c(=O)c2c1)CCCCC3	-9	10	5	3	0.0	-3	2	1	-22	-0.2	-1
COCCCNC(=S)N(Cc1cccnc1)Cc1ccc(OC)c(OC)c1	15	6	-4	-8	-2.3	-3	-5	-10	0	0.1	2
Cc1ccc(CNC(=S)Nc2cc(C)ccc2OC(F)F)cc1	15	6	-4	22	-0.8	14	-14	-8	-21	1.5	-2
COC(=O)c1c(N=CN(C)C)c(C#N)c2n1CCCC2	8	-5	4	5	0.4	5	1	5	-10	0.1	-5
COc1cccc(NC(=S)NC(=O)c2cccnc2)c1	-92	-21	-8	-15	-0.1	6	1	-34	-10	-0.2	4
Cc1nc(N2CCOCC2)nc(Oc2ccccc2)c1[N+](=O)[O-]	24	8	1	20	0.6	21	-5	-4	2	0.7	-4
COC(=O)c1c(-c2ccc(OC)cc2)sc2ccc(-c3ccc4c(c3)OCO4)cc12	-16	0	-12	-16	-0.5	1	0	-27	12	0.1	.
COc1cc(OC)cc(C(=O)N2CCN(S(=O)(=O)c3ccc4c(c3)OCCO4)CC2)c1	2	3	.	5	0.1	0	-18	-26	2	-0.2	.
CC(=O)N1CCc2nc3ccccc3cc21	14	5	.	-22	0.6	-4	-1	7	0	-0.4	.
CCO/N=C(\N)c1[nH]ncc1Br	15	12	9	12	-0.6	10	-6	15	12	0.0	3
COc1cc(C(=O)OCC(=O)NCc2ccc(F)cc2)ccc1OCC(C)C	9	-13	18	36	0.2	14	-18	25	4	-0.3	2
C/C=C\C=C/C(=O)Nc1cccc(C2=NOC3(C2)C[C@@H](C(N)=O)N(C(=O)COc2ccc(Cl)cc2)C3)c1 (stereo partly drawn)	17	-1	0	-15	-3.6	-22	13	-6	-2	-0.4	2
CC1CCN(c2ccc(NC(=O)C3CCCN3S(=O)(=O)c3ccc(F)cc3)cc2)CC1 (stereo not drawn)	-5	15	16	-10	-2.6	20	-10	13	32	0.8	2
CCOC(=O)C1=C(N)n2c(s/c(=C\c3ccco3)c2=O)=C(C(=O)OCC)C1c1ccco1 (stereo not drawn)	-1	33	16	30	-0.3	33	-22	-33	8	-0.4	5
CC(C)CN(C(=O)COC(=O)c1nc(Cl)ccc1Cl)c1c(N)n(Cc2ccccc2)c(=O)[nH]c1=O	14	0	6	7	-0.4	-1	-8	-14	-15	0.2	-3
COc1cnn(-c2ccc(C)cc2)c(=O)c1Br	-129	-3	-42	-111	0.2	-8	4	-71	-6	0.5	0
CCOc1cccc(CN2CCCC(N3CCN(c4cccc(Cl)c4)CC3)C2)c1O (stereo not drawn)	12	-18	-10	6	-0.7	6	-8	23	20	0.0	5
CN(C)C(=O)c1c(C(F)(F)F)nn(C)c1Cl	15	14	-11	4	1.1	-9	3	-30	-13	-0.1	1

More structures follow:
smiles	HIF-2a inh	TWEAK-Fn14 inh	MITF TRPM1 inh	Peg3 prom inh	hiPSC survival	CF NFkB block	KKLEB tox	NR2E3 ag-2	Shn3 inh set2	aDG glyco act	NR2E3 ag-1
CCOC(=O)c1ccccc1OC(=O)NNc1ccccc1	-6	0	0	1	4.8	23	-1	26	-33	0.1	.
CC(C)[C@H](NC(N)=O)C(=O)Nc1cccc([N+](=O)[O-])c1	9	-2	1	13	3.7	8	-2	14	9	-0.1	-2
COc1ccccc1CCNC(=O)C1CCC(=O)N(C2CCCCCC2)C1 (stereo not drawn)	-2	-3	9	9	0.3	-4	-14	-23	-10	0.3	.
COc1ccc(-c2c[n+]3c4n2CCCCC4=C(c2ccc(Br)cc2)C3)cc1	-15	7	76*	46	-2.7	7	-4	2	24	0.0	3
CCN(CC)CCNC(=O)c1ccc(Cl)c(S(=O)(=O)N2CCCCCC2)c1	9	-5	3	1	-2.0	-20	4	-27	-4	0.5	0
Cc1nn(CC(=O)NCCCN2CCOCC2)c(C)c1[N+](=O)[O-]	15	-1	-4	-9	-2.0	-5	12	15	-25	0.0	2
C=CCN1C=C/C(=C\C=C(C#N)C#N)c2ccccc21	-36	19	11	11	0.7	-75	11	-5	5	0.7	0
O=C1CN(CC(=O)NC(=O)NCc2ccccc2)CCN1	10	2	-1	-11	2.2	0	-2	-2	-20	-0.3	-2
CC1(C)CC(O)C(C(O)c2cccc([N+](=O)[O-])c2)C(C)(C)N1 (stereo not drawn)	12	3	-1	3	1.7	1	4	13	18	-0.2	2
COc1cc2c(C#N)c(N3CCN(C)CC3)nc(N)c2c(N)n1	19	-13	8	-10	-3.1	-21	-6	-9	28	-0.4	-2
N#CCCN(C(=O)CO/N=C/c1cccc([N+](=O)[O-])c1)c1ccccc1	-6	24	11	3	-1.6	3	2	-3	-5	-0.1	1
